# Source: PubChem
# PfHsp40 rescue: compounds rescuing yeast from Plasmodium falciparum HSP40 toxicity. AID 504582. 340,000 tested, 0.68% active. S. cerevisiae expressing PfHsp40, growth rescue, ATP luminescence. growth rescue, % at 12.5 µM; in the data active = growth rescue above about 28%, passing the limit was not always enough; inconclusive = no clear call, values can overlap the other calls;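 note: yeast W303a lacking pdr1 and pdr3 grown in galactose medium; growth measured after three days at 30 °C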
# DUSP3 inh: inhibitors of human VHR1 phosphatase (DUSP3); P51452; recombinant VHR phosphatase, pNPP absorbance; inhibition, % at 13.3 µM; 290,000 tested, 0.52% active; AID 1654; in the data active = inhibition above about 50%; note: some compounds called inactive have numbers as strong as hits
# CCHF vOTU inh: CCHFV vOTU protease inhibition; Pep-AMC fluorescence; inhibition, % at 11.5 µM; 370,000 tested, 0.55% active; AID 651958; in the data active = inhibition above about 30%; note: 0% = vehicle wells with enzyme and 100% = no enzyme wells
# 3CLpro inhibitor: SARS-CoV 3CLpro protease inhibition; P0C6X7; recombinant SARS-CoV 3CLpro, quenched FRET peptide cleavage; inhibition, % at 6 µM; 290,000 tested, 0.14% active; AID 1706; in the data active = inhibition above about 12%
# BoNT-A LC inh2: inhibitors of Botulinum neurotoxin A light chain protease | inhibition, % at 10 µM | multiplex microsphere protease substrate cleavage, flow cytometry | 360,000 tested, 0.17% active; note: plate controls were buffer without enzyme for full effect and enzyme alone for no effect
# TcdB inh: TcdB glycohydrolase inhibition | P18177 | TcdB glycohydrolase enzymatic assay, plate reader | inhibition, % at 9.99 µM | 350,000 tested, 0.24% active; in the data active = inhibition above about 10%
# Yp Topo-I inh: Y. pestis Topo-I inhibition via cleavage products. Y. pestis Topo-I cleavage product accumulation, plate reader. activity, % at 10 µM. 360,000 tested, 0.064% active; in the data active = activity above about 50%, passing the limit was not always enough; inconclusive = no clear call, values can overlap the other calls; note: inactives centre near 2
# Vc quorum ag: induces V. cholerae light production without autoinducers. V. cholerae BH1578 lux reporter, luminescence, 6 h. activation, % at 18.7 µM. 350,000 tested, 0.16% active. AID 588436; in the data active = activation mostly above about 9.7%, no sharp cut-off; inconclusive = no clear call, values can overlap the other calls; inactive = mostly below about 3.7%; note: not every result past the cut was called active; inactives centre near 0; reference of the scale not given here
# SSB-PriA inh: blocks PriA binding to SSB C-terminal tail | AlphaScreen SSBct-PriA binding, biotinylated peptide | inhibition, % at 33 µM | 430,000 tested, 0.6% active; in the data active = inhibition mostly above about 37%, no sharp cut-off; inactive = mostly below about 20%;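 note: plate controls were negative control peptide for no effect and reference peptide for full effect; strong numbers were not always called active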
# Anthrax LF prot: blocks Bacillus anthracis lethal factor protease; AID 588501; inhibition, % at 10 µM; P15917; multiplex microsphere protease cleavage assay, LF; 360,000 tested, 0.12% active; note: plate controls were buffer without enzyme for full effect and enzyme alone for no effect
# An asterisk follows results filed as active; i = inactive; u = inconclusive; x = not tested or not shown; & = joins results of further samples. Cut-off read from the data, not from the text of the source, unless noted: active = inhibition above about 30%; inconclusive = no clear call, values can overlap the other calls; inactive = below that. Not all compounds are listed; the hit share may differ from the screen's.
item	SMILES	PfHsp40 rescue	DUSP3 inh	CCHF vOTU inh	3CLpro inhibitor	BoNT-A LC inh2
1	COCCCn1c(SCC(=O)Nc2ccc3c(c2)OCCO3)nnc1-c1ccoc1C	-0.5	3	0	1	0.1
2	O=C(CSc1ccccc1)NCc1ccccn1	-0.1	-12	-3	0	0.6
3	O=C(COC(=O)c1cccnc1Nc1ccccc1F)NC1CC1	-0.9	-13	10	-2	0.2
4	O=C(O)c1ccc(NS(=O)(=O)c2ccc(Cl)c(C(=O)Nc3ccccc3)c2)cc1	0.6	-16	-2	5	-0.5
5	COC(=O)Cc1c(C)nc2nc(-c3ccc(Cl)cc3)[nH]n2c1=O	1.7	4	10	0	-0.6
6	O=C(CC1SC(=Nc2ccccc2)N(CCc2ccccn2)C1=O)Nc1ccc(F)cc1 (stereo not drawn)	0.8	-5	15	1	1.4
7	Cc1cc([N+](=O)[O-])nn1CC(=O)Nc1c(C)n(C)n(-c2ccccc2)c1=O	-1.1	8	-10	0	-0.6
8	CC(C)(C)OC(=O)NCCc1nnc(SCc2ccc(Cl)cc2Cl)o1	0.4	7	18	-5	-0.2
9	O=C(/C=C/c1ccc(Cl)cc1)N1CCN(Cc2ccccc2)CC1	3.1	-2	-12	-6	-0.4
10	COCCOC(=O)C1=C(C)Nc2nc(C)nn2C1c1ccc(F)cc1 (stereo not drawn)	-0.8&0.0	-4	4&-11	1	u
11	CN1CCCCc2c1[nH]c1ccccc1c2=O	-0.6	1	11	-3	0.2
12	Cc1cccc(C)c1NC(=O)CNC(=O)CCNC(=O)c1ccco1	-0.5	x	-1	x	0.7
13	CCC(C)C(=O)Nc1ncc2c(n1)CC(c1cccs1)CC2=O (stereo not drawn)	-0.3	33	17	2	1.4
14	COc1cc(CNc2ccc(CNc3ncn[nH]3)cc2)cc(Cl)c1OCc1ccccc1	1.2	5	15	2	-0.1
15	CSCC[C@H](NC(=O)OC(C)(C)C)C(=O)NCC1CCC(C(=O)N[C@@H](Cc2ccccc2)C(=O)O)CC1 (stereo partly drawn)	-0.3	18	-14	-6	-0.2

item	TcdB inh	Yp Topo-I inh	Vc quorum ag	SSB-PriA inh	Anthrax LF prot
1	x	14	x	-14	-2
2	0.0	-2	i	-8	1
3	0.7	-1	-2.6	-11	1
4	-4.1	9	i	-21	15
5	x	-3	i	-7	-3
6	0.4	14	i	4	3
7	-1.5	-11	0.5	1	-3
8	x	4	i	-20	0
9	0.0	3	-0.3	-16	10
10	2.8	-7&-1	i	-3&-8	6&0
11	x	2	i	-1	-2
12	-0.5	4	i	2	-6
13	x	7	-0.8	-4	-6
14	x	25	-0.7	33	-2
15	-0.2	-3	-8.3	-5	-2

# (continued)
item	SMILES	PfHsp40 rescue	DUSP3 inh	CCHF vOTU inh	3CLpro inhibitor	BoNT-A LC inh2
16	N#C/C(=C\c1cccc([N+](=O)[O-])c1)c1nnc2n1CCCCC2	-1.1	3	1	-4	0.4
17	Cc1c(C(=O)N2CCC3(CC2)OCCO3)sc2ncnc(N3CCc4ccccc4C3)c12	0.3	13	0	5	0.1
18	CNC(=O)C1CCN(C(=O)c2ccc(-c3ccccc3)cc2)CC1	-1.0	0	-6	5	-0.4
19	N#Cc1c2c(c(Nc3ccc(O)cc3)n3c1nc1ccccc13)CCC2	-1.6	7	-18	-8	-0.4
20	COc1ccc(-n2c(Cc3cc(=O)[nH]c(=O)[nH]3)nnc2SCC(=O)N2CCCC2)cc1	-1.6	5	7	-4	1.0
21	CC1CCCCN1C(=O)COC(=O)c1ccc(N2CCCC2=O)cc1 (stereo not drawn)	-0.9	x	-5	x	0.7
22	COC(=O)C1=C(C(=O)OC)[C@@H]2N(C)c3ccccc3[C@@]23C[C@@H](C(=O)OC)N(C(=O)c2ccco2)C3=N1	-1.3	x	-7	x	-0.1
23	COc1ccc(CN(C(=O)c2oc3cc(C)c(C)cc3c2C)C2CCS(=O)(=O)C2)cc1OC (stereo not drawn)	-0.7	-2	5	-1	x
24	CC(C)(CN1CCCC1)NS(=O)(=O)c1ccccc1	-1.2	13	3	4	-0.1
25	Brc1ccc(-c2nnc3ccc(N4CCN(c5ccccc5)CC4)nn23)cc1	0.6	32	x	3	-0.2
26	CCCCCCCCNc1nc(Cl)nc(NCCN2CCOCC2)n1	1.5	30	-7	4	-0.2
27	COc1cc(CN2CCN(Cc3cccc(OC)c3OC)CC2)cc(OC)c1	-0.3	4	-8	-6	-2.7
28	Cc1nc2cc(NS(=O)(=O)c3ccccc3)ccc2n1C	0.8	27	1	-2	-0.4
29	CCCCCCCCNC(=O)/C(C#N)=C/c1ccc2c(c1)OCCO2	-2.0	2	6	7	0.1
30	COc1ccc(C(C)(O)c2nc(-c3ccc(Cl)cc3)cs2)cc1 (stereo not drawn)	x	x	2	x	-0.3

item	TcdB inh	Yp Topo-I inh	Vc quorum ag	SSB-PriA inh	Anthrax LF prot
16	x	2	-0.2	-13	0
17	1.7	14	-0.5	1	-1
18	x	3	i	6	0
19	x	-2	-0.4	5	4
20	0.8	-9	-0.7	-4	-7
21	1.6	-3	-5.9	-12	4
22	0.6	14	-1.4	0	7
23	2.1	33	-0.4	5	x
24	0.5	-3	i	-8	-4
25	x	1	i	-4	-2
26	2.0	8	i	-12	-6
27	0.6	-6	-0.6	21	17
28	-0.1	-1	-0.3	-8	1
29	-1.1	19	-0.2	-10	-1
30	2.4	1	-0.1	x	-12

# A draw from above in order of SMILES length, lowest first.
item	SMILES	PfHsp40 rescue	DUSP3 inh	CCHF vOTU inh	3CLpro inhibitor	BoNT-A LC inh2
2	O=C(CSc1ccccc1)NCc1ccccn1	-0.1	-12	-3	0	0.6
13	CCC(C)C(=O)Nc1ncc2c(n1)CC(c1cccs1)CC2=O (stereo not drawn)	-0.3	33	17	2	1.4
29	CCCCCCCCNC(=O)/C(C#N)=C/c1ccc2c(c1)OCCO2	-2.0	2	6	7	0.1
9	O=C(/C=C/c1ccc(Cl)cc1)N1CCN(Cc2ccccc2)CC1	3.1	-2	-12	-6	-0.4
20	COc1ccc(-n2c(Cc3cc(=O)[nH]c(=O)[nH]3)nnc2SCC(=O)N2CCCC2)cc1	-1.6	5	7	-4	1.0

item	TcdB inh	Yp Topo-I inh	Vc quorum ag	SSB-PriA inh	Anthrax LF prot
2	0.0	-2	i	-8	1
13	x	7	-0.8	-4	-6
29	-1.1	19	-0.2	-10	-1
9	0.0	3	-0.3	-16	10
20	0.8	-9	-0.7	-4	-7

# (further entries)
item	SMILES	PfHsp40 rescue	DUSP3 inh	CCHF vOTU inh	3CLpro inhibitor	BoNT-A LC inh2
31	Cc1ccccc1N(CC(=O)NCc1ccc2c(c1)OCO2)C(=O)C1CSC(=O)C1 (stereo not drawn)	-0.2	12	11	-9	-0.2
32	CC(=O)c1ccc(NC(=O)Nc2ccc(NS(=O)(=O)c3ccc(C)cc3)cc2)cc1	1.3	-5	0	-1	-0.2
33	CSc1ccc(/C=N/NC(=O)c2cc(O)cc(O)c2)cc1	-0.5	-13	19	5	-0.2
34	Cc1nc2cc(C(F)(F)F)ccc2n1C1CCN(CC(=O)N2CCOCC2)CC1	-0.8	13	-2	-1	-0.9
35	C[C@H]1CC[C@]2(O[C@H](CCO)C[C@@H](O)[C@@H]2O)O1	0.3	27	6	x	0.0
36	NS(=O)(=O)c1ccc(CCNC(=O)c2ccc3nccnc3c2)cc1	0.3	x	3	x	0.6
37	CC(=C/c1ccccc1)/C=N/NC(=O)CSc1nc(C)cc(C)n1	1.3	-8	26	0	0.0
38	Cc1ccccc1N/C(=N/S(=O)(=O)c1cc(F)ccc1F)c1ccccc1	4.4	-17	0	-2	-1.4
39	COc1cccc(C(=O)Nc2cccc(OC(C)=O)c2)c1	-3.1	-14	2	-2	0.7
40	OCCOCCn1c2ccccc2c2ccccc21	1.7	-12	12	3	-0.5
41	O=C(N/N=C\c1ccccn1)C1COc2cc3ccccc3cc2O1 (stereo not drawn)	-0.2	14	11	5	-14
42	Cc1[nH]c(=O)[nH]c(=O)c1S(=O)(=O)Nc1ccc(Oc2ccccc2)cc1	0.7	8	3	1	0.0
43	COc1ccc(NC(=O)C2=C(C)NC(=O)NC2c2cccs2)c(OC)c1 (stereo not drawn)	-0.9	-1	-6	1	0.1
44	O=c1[nH]nc(-c2ccccc2)cc1-c1ccccc1	0.0	x	-9	x	-1.0
45	COc1cccc(N2CCN(C(=O)c3cccn4c(=O)c5c(C)c(C)sc5nc34)CC2)c1	0.8	16	-1	-2	1.2

item	TcdB inh	Yp Topo-I inh	Vc quorum ag	SSB-PriA inh	Anthrax LF prot
31	1.0	9	-0.3	5	-12
32	x	-12	-0.1	10	0
33	x	-2	-0.4	x	-2
34	x	6	i	-8	-6
35	0.8	-3	i	-9	-6
36	1.2	4	-7.1	-3	3
37	0.2	-8	0.2	x	-1
38	0.9	11	i	x	0
39	3.5	0	-0.4	-13	-1
40	x	4	-0.7	-6	-7
41	x	20	-0.6	x	-7
42	x	2	i	-8	0
43	0.9	3	0.1	5	-2
44	-1.2	7	-0.4	2	7
45	1.4	-3	i	-7	-5

# (more compounds)
item	SMILES	PfHsp40 rescue	DUSP3 inh	CCHF vOTU inh	3CLpro inhibitor	BoNT-A LC inh2
46	CCCN(c1ccccc1F)S(=O)(=O)c1cc(-c2cc(C)no2)ccc1OC	-2.1	12	19	1	-1.9
47	CCCOC(=O)c1sc2nc3c(cc2c1N)C(=O)CCC3	0.1	8	1	8	-0.2
48	COc1cc(Cl)c(C)cc1NC(=O)CNC(C)c1ccccc1OC (stereo not drawn)	0.2	43	6	3	0.3
49	CC(C)c1cc(CN2CCOCC2)cc(C(C)C)c1O	0.8	-7	-3	-1	-1.2
50	COc1ccc2c(c1)OC[C@H]1[C@H]2N2C(=O)c3ccc(C)cc3NC(=O)[C@@]2(C)[C@H]1c1ccccc1	4.2	x	7	x	-0.1
51	COc1ccc(N2CCN(C(=O)CN3C(=O)NC(c4ccc(OC)cc4)(c4ccc(OC)cc4)C3=O)CC2)cc1	10.0	14	-1	1	-3.5
52	COCc1cc(=O)n2[nH]c(-c3ccccc3)cc2n1	0.4	40	-2	3	0.0
53	O=c1[nH]cc(C(F)(F)F)cc1NS(=O)(=O)c1ccccc1[N+](=O)[O-]	0.6	6	-3	0	-0.3
54	COc1ccc(N2CCN(C(=O)COC(=O)CCc3ccccc3OC)CC2)cc1	0.2	x	9	x	-1.7
55	O=C(NCc1cccs1)C1CCCN1C(=O)NC1CCCCC1 (stereo not drawn)	-1.7	24	-10	0	-0.9
56	CCOC(=O)c1c(S(=O)(=O)NCc2ccc(OC)cc2)c(C)n(C)c1C	-0.2	7	10	-3	0.0
57	O=C(Nc1ccccc1NC(=O)c1ccco1)c1ccco1	-1.2	20	8	1	0.1
58	CCOc1cc2[nH]c(=S)n(CCCN(CC)CC)c(=O)c2cc1OCC	0.1	-3	5	1	-0.1
59	CN(Cc1cccc(Cl)c1)C(=O)C1CSC2(C)CCC(=O)N12 (stereo not drawn)	-0.4	-2	-9	-2	-0.1
60	N#C/C(=C\C=C\c1ccccc1)C(=O)N1CCCC1	0.5	26	15	1	4.4

item	TcdB inh	Yp Topo-I inh	Vc quorum ag	SSB-PriA inh	Anthrax LF prot
46	0.7	34	-0.3	1	-2
47	x	8	i	-24	-4
48	0.1	9	-0.3	-14	-2
49	-0.6	0	-0.3	-6	2
50	x	-5	i	12	7
51	0.6	30	-0.1	23	-2
52	x	-6	-0.5	-4	-3
53	6.4	1	1.4	-20	-3
54	0.5	33	i	10	-2
55	x	-4	i	-18	1
56	1.9	-3	3.1	8	1
57	x	-9	-2.4	1	-2
58	x	-1	-0.3	0	9
59	0.7	-2	0.5	-16	17
60	-0.1	8	-0.2	-5	3
